Screens: PubChem, National Center for Advancing Translational Sciences (NCATS)
FUS yeast rescue: suppressors of FUS proteinopathy in yeast | AID 1347120 | S. cerevisiae FUS-expressing, growth rescue, OD600, 24 h | Potency, µM (doses to about 76.6 µM), inactives show top-dose growth rescue (activation), usual class: activators | 0.24% of 390,000 active;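 further: potency means the concentration at half of the fitted maximal effect; plate controls were DMSO vehicle for no effect and reference control for full effect; nearly all actives have a fitted effect of over 55% in size; some results filed as inactive show a strong effect at the top dose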
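S. cerevisiae expressing FUS from galactose induction served as the toxicity model. Growth after 24hr at 30C, read as absorbance at 600 nm, indicates suppression of toxicity; compounds dosed at several concentrations.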
PI5P4Ka inh: inhibitors of human PI5P4K alpha | P48426 | PI5P4Kalpha enzyme, ADP-Glo luminescence, 60 min; hits give low values | max response, % | 1.2% of 330,000 active | AID 652105; active means max response of -50% or lower; inconclusive means between -30% and -50%; inactive means -30% or higher; further: value at the top dose of about 77 µM; on the % scale 0 is the no-effect control and ±100 the full control effect
Target sequence (P48426 whole entry, looked up): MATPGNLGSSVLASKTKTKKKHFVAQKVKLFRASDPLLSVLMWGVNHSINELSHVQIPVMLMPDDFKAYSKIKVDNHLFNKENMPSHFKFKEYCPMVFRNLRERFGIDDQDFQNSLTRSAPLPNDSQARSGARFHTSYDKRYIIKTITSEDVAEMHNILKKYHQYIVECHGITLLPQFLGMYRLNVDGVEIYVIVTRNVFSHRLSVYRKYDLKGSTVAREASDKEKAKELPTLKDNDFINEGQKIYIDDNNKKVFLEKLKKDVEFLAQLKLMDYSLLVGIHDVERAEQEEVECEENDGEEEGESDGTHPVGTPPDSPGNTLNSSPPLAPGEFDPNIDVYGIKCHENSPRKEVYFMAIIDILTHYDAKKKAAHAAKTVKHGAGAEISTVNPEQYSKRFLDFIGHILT
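ADP-Glo luminescence end-point after a 60 min room-temperature kinase reaction. PI5P4Kalpha and substrate in HEPES pH 7.4 buffer with EGTA, 0.1% CHAPS and 5% DMSO; ATP at 5 microM final.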
EPAC1 ag: EPAC1 (human) agonism. Potency, µM (titrated, usually from 154 µM), inactives show at the top dose activation, hits mostly activators. EPAC1 agonist qHTS, biochemical assay; response scale: 100% = response to 6.5 mM cAMP. AID 720707. 0.073% of 360,000 active. O95398; further: potency means the concentration at half of the fitted maximal effect; nearly all actives have a fitted effect of over 60% in size
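EPAC1 100 nM, Rap1B–BODIPY-GDP 250 nM, unlabeled GDP 50 uM; compound titration; 5 min RT; kinetic read ex480/em540 at 5-min intervals ×30 min; data normalized to 6.5 mM cAMP agonist control.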
PLK1 PBD inh: inhibitors of human PLK1 polo-box domain binding. P53350. Plk1 PBD binding of FITC phosphopeptide, fluorescence polarization. Potency, µM, for the others: max response, negative = inhibition, hits mostly inhibitors. 2.8% of 360,000 active; further: potency means the concentration at half of the fitted maximal effect; series mostly up to about 57 µM; on the % scale 0 is the no-effect control and ±100 the full control effect; nearly all actives have a fitted effect of over 65% in size
Target sequence (P53350 whole entry, looked up, the tested form may be a part): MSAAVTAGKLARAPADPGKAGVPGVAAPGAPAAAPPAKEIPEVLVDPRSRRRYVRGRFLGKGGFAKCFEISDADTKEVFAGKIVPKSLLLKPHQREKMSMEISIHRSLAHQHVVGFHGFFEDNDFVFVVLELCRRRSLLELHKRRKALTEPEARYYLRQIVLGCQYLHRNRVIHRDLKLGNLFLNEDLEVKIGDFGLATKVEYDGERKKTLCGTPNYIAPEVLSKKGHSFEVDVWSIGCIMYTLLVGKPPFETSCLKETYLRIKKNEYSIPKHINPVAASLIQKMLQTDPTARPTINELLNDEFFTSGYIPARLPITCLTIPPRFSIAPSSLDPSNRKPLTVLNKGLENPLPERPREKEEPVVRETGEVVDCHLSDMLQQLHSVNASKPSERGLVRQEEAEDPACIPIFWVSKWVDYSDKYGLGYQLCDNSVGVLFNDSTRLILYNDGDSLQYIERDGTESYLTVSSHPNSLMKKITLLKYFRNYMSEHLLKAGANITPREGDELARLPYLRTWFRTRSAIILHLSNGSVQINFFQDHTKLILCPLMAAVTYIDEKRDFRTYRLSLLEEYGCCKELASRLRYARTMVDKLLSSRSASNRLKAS
IL2 activator: activators of IL-2 | AID 652025 | 0.065% of 360,000 active | activation, % (series mostly up to about 46 µM) | IL-2 activation reporter assay, cell-based qHTS; stimulated with anti-CD3/CD4/CD28 beads; in transgenic mouse T cells; in the data active means activation above about 50%; inconclusive means mostly about 30% to 49%; further: 0% is about no effect
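Quantitative HTS in unstimulated transgenic mouse T cells, with memory T cells as non-tolerant control and PMA/ionomycin as tolerance-bypass control. Compound pretreatment lasted 60 minutes before 18 h bead stimulation; EGFP/DsRed fluorescence read.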
EPAC1 antag: blocks human EPAC1 exchange factor; O95398; 0.14% of 360,000 active; Potency, µM (top dose mostly 115 µM), for inactives: at the top dose activity change, negative = inhibition, hits mostly inhibitors; AID 720709; EPAC1 GEF assay, Rap1b-BODIPY-GDP exchange fluorescence;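 further: potency means the concentration at half of the fitted maximal effect; plate controls were vehicle for no effect and positive control for full effect; nearly all actives have a fitted effect of over 50% in size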
Abeta rescue: compounds reversing amyloid beta toxicity in yeast; yeast expressing A-beta42, growth rescue, OD600, 48 h; response scale: 0% DMSO, 100% iron-clioquinol control; Potency, µM (series often up to 46.1 µM), for inactives: top-dose growth rescue, most hits filed as activators; 0.063% of 410,000 active; further: potency means the concentration at half of the fitted maximal effect; nearly all actives have a fitted effect of over 55% in size
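Growth rescue measured by 600 nm absorbance after 48 h yeast culture at 30 C with compound. Values normalized between DMSO and an equimolar ferric chloride plus clioquinol control.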
WRN helicase inh: WRN helicase (human) inhibition. AID 651768. Potency, µM (titrated, usually from 114 µM), inactives show at the top dose activity change, negative = inhibition, most hits filed as inhibitors. Q14191. WRN helicase unwinding, fluorescent forked duplex, kinetic. 0.46% of 360,000 active; further: potency means the concentration at half of the fitted maximal effect; on the % scale 0 is the no-effect control and ±100 the full control effect; nearly all actives have a fitted effect of over 55% in size
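Primary qHTS, 1536-well format. 20 nM WRN + compound, 15 min RT; start with 100 nM forked fluorophore/quencher duplex, 2 mM ATP (final); kinetic read ex 525/em 598 nm.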
aSyn yeast inh: inhibitors of alpha-synuclein toxicity in yeast; Yeast expressing alpha-synuclein, growth rescue, BacTiter-Glo, 24 h; Potency, µM (highest dose often 46.1 µM), inactives show at the top dose growth rescue (activation), most hits filed as activators; 0.14% of 370,000 active; further: potency means the concentration at half of the fitted maximal effect; % of control where 0% means no effect; nearly all actives have a fitted effect of over 65% in size
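Readout is rescue of growth in alpha-synuclein-expressing yeast, so inhibitors of toxicity appear as activators. Growth after 24 hr at 30 deg C in galactose medium is quantified by luminescence.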
* hit, by the source's call; u = inconclusive; x = not tested or not shown; & = joins results of further samples; [ ] = another dose, or the depositor's remark. Unless noted, the call rests on the fitted dose curve; in most records, active means well fitted curve in the direction sought with a large enough effect; inconclusive means small, poorly fitted or top-dose-only effect, or another doubt; inactive means no such curve, though single readings can be large; an effect the other way counts as inactive or inconclusive.

SMILES	FUS yeast rescue	PI5P4Ka inh	EPAC1 ag	PLK1 PBD inh	IL2 activator	EPAC1 antag	Abeta rescue	WRN helicase inh	aSyn yeast inh
CC1(C)CC(=O)C(C2c3ccccc3Oc3ccccc32)C(=O)C1	-10%	-6	6%	-4%	1.6	6%	22%	-4%	-1%
Cc1nnc(SCC(=O)N2CCCCC2)n1CC1CCCO1 (configuration not stated)	4%	10	-1%	-1%	0.6	11%	1%	1%	0%
Cc1ccc(CNC(=O)CSCc2ccccc2)cc1	-3%	8	11%	-9%	-0.3	-5%	1%	-6%	2%
COC(=O)N/N=C/c1cn(CC(C)COc2ccccc2)c2ccccc12 (configuration not stated)	x	8	9%	-5%	-2.7	-21%	0%	-12%	-11%
NCc1csc(Nc2ncccn2)n1	-8%	-4	-18%	-3%	0.1	-16%	-12%	8%	3%
O=C(COc1ccc([N+](=O)[O-])cc1)Nc1ccc(C(=O)Nc2ccccc2C(=O)O)cc1	-3%	u	5%	-12%	-0.1	-1%	-9%	-13%	0%
Cn1c(NC(=O)/C=C/c2ccc(Cl)c(Cl)c2)cc(=O)n(C)c1=O	-6%	0	4%	-2%	-0.3	-2%	9%	2%	-1%
O=C(OCC(=O)N1CCc2ccccc21)c1ccccc1	24%	0	-5%	0%	0.9	3%	0%	-6%	-3%
Cc1cc(C)c(NC(=O)CN(C)CC(=O)Nc2cccc(S(=O)(=O)N(C)c3ccccc3)c2)c(C)c1	u	-6	-2%	-13%	-0.6	-2%	0%	5%	-4%[1.84 µM]
CC(=O)N1c2ccc(S(=O)(=O)NCc3ccccc3Cl)cc2CC1C (configuration not stated)	7%&25%	1	3%	0%	0.9	-7%	5%&0%	-1%	10%
O=C(Nc1c(-c2ccc(Cl)cc2)[nH][nH]c1=O)c1ccc(Br)cc1	-6%	-1	-2%	-5%	0.0	7%	-9%	7%	4%
COc1ccc(C(=O)NNC(=O)c2cc3cc([N+](=O)[O-])ccc3oc2=O)cc1OC	-3%	-7	-5%	-3%	0.9	9%	6%	3%	3%
COc1ccccc1C(=O)NCCC(=O)Nc1ccc(OC(F)(F)F)cc1	13%	10	-8%	-4%	-0.9	-16%	-13%	-6%	-4%
Cc1ccc(C)c(N2CCN(C(=O)CN3C(=O)c4ccccc4C3=O)CC2)c1	4%	x	10%	-14%	0.1	-5%	-1%	-4%	2%
CN(C)/C=C/C(=O)c1ccc(Br)cc1	21%	-14	5%	-17%	0.3	-5%	-93%[inhibitor]	-14%	-51%[inhibitor]
O=C(CS(=O)CC(=O)N(CC(=O)NC1CCCC1)C1CCCC1)Nc1ccc(F)cc1 (configuration not stated)	21%	x	11%	-10%	-1.7	-8%	-8%	1%	-1%
COc1cccc(-c2nc(CS(=O)CC(=O)NCCc3ccc(C)cc3)c(C)o2)c1 (configuration not stated)	22%	-1	-4%	-16%	-2.4	-14%	12%	4%	12%
O=C(Nc1ccnn1C1CCN(C2CCOCC2)CC1)c1cccc(F)c1	6%	-3	0%	-6%	0.1	-4%	2%	-2%	-6%
O=C(N/C(=C/c1ccco1)C(=O)N1CCCCCC1)c1ccccc1	18%	-3	0%	-7%	1.0	-7%	23%	14%	3%
COc1nc(-c2ccccc2)ccc1-c1noc(-c2cccnc2)n1	13%	x	-5%	10%	3.2	7%	-7%	-7%	5%
COc1ccc(N(CC(=O)NN=C2CCN(C)CC2)S(=O)(=O)c2ccccc2)c(OC)c1	12%	-1	2%	-1%	1.8	-2%	1%	3%	2%
Cc1ccc(NC(=O)C(C)N2C(=O)c3ccccc3C2=O)nc1 (configuration not stated)	5%	-5	-5%	-9%	-1.5	0%	-25%	5%	7%
CCN(C(=O)c1ccc(C(C)(C)C)cc1)c1nnc(Cn2nnc3ccccc32)s1	19%	1	16%	-13%	-4.2	-23%	34%	-10%	12%
CCCc1nn(-c2cc(Cl)ccc2OC)c2c1C(=O)CC(C)(C)C2	3%	-4	-14%	-2%	-4.0	-15%	-10%	-8%	-3%

Next section; it opens with the three that closed the last part.
SMILES	FUS yeast rescue	PI5P4Ka inh	EPAC1 ag	PLK1 PBD inh	IL2 activator	EPAC1 antag	Abeta rescue	WRN helicase inh	aSyn yeast inh
Cc1ccc(NC(=O)C(C)N2C(=O)c3ccccc3C2=O)nc1 (configuration not stated)	5%	-5	-5%	-9%	-1.5	0%	-25%	5%	7%
CCN(C(=O)c1ccc(C(C)(C)C)cc1)c1nnc(Cn2nnc3ccccc32)s1	19%	1	16%	-13%	-4.2	-23%	34%	-10%	12%
CCCc1nn(-c2cc(Cl)ccc2OC)c2c1C(=O)CC(C)(C)C2	3%	-4	-14%	-2%	-4.0	-15%	-10%	-8%	-3%
C=C(C)CN1C(=O)C(=O)N(CC(=C)C)C1=O	-14%	5	7%	0%	0.3	12%	0%	-4%	1%
O=C1ON=C(c2ccccc2)/C1=C/c1ccc(-c2ccccc2[N+](=O)[O-])o1	12%	-78*	-10%	0.95µM*	1.8	u	-72%[inhibitor]	u	-26%
C#CCOCCOCCOCCNc1nc(N2CCN(C(=O)CCCCCCCCCCNC(=O)[C@H](CCCCN)n3cc(C)nn3)CC2)nc(N2CCN(C(=O)CCCCCCCCCCNC(=O)[C@H](CO)n3cc(CCCSC)nn3)CC2)n1	11µM*	u	u	-6%	-0.1	u	-2%	50µM*	-59%[inhibitor]
C=CCn1cc(C(=O)NCCCN(CC)CC)c(=O)c2cc(S(=O)(=O)N3CCC(C)CC3)ccc21	11%	-12	-1%	-10%	0.5	3%	4%	-5%	-1%
NC(=O)c1cccc(S(=O)(=O)N2CCCCC2)c1	8%	x	0%	-5%	-1.9	2%	-8%	-6%	0%
COc1ccc(OCC(=O)Nc2cccc3ncccc23)cc1	8%	-9	0%	-1%	0.1	1%	7%	-5%	13%
CCCc1nnc(NC(=O)CCC(=O)NCc2ccccc2Cl)s1	-12%	-1	0%	-13%	0.0	-7%	-14%	5%	-7%
Cc1ccc(S(=O)(=O)Nc2nc(C)cc(N/N=C/c3ccc(O)cc3)n2)cc1	-23%	0	2%	-9%	-2.7	0%	-14%	-1%	-4%
O=S(=O)(Nc1ccncc1Cl)c1cccc(Cl)c1Cl	7%	4	6%	-15%	-1.4	3%	5%	4%	-2%
CC(C)C(=O)NCCc1nc(-c2ccccc2)no1	-14%	1	-10%	-4%	0.6	-15%	-5%	-6%	-4%
N#Cc1ccccc1OCC(=O)Nc1ccc2c(c1)OCCO2	x	2	-2%	2%	-4.8	5%	-6%	5%	3%
Cc1ccc(S(=O)(=O)NNC2CC(=O)N(c3ccc(Br)cc3)C2=O)cc1 (configuration not stated)	-26%	-12	8%	u	0.7	-2%	-13%	-3%	-4%
CCOC(=O)c1cnc2ccc(C)cc2c1Sc1ccc(F)cc1	42%	22	24%	0%	-0.3	-17%	-5%	-11%	1%
CCOC(=O)c1snc(-c2ccc(F)cc2)c1N	15%	x	0%	-1%	-3.2	-9%	8%	-11%	2%
Cc1nc(CCNS(=O)(=O)c2cccs2)cs1	21%	-9	2%	1%	-0.4	-15%	1%	1%	-5%
COC(=O)c1ccc(OCc2cc(=O)n3ccsc3n2)cc1	x	2	1%	-13%	-1.9	-22%	-10%	-20%	1%
CC(/C=C/c1ccccc1)=N\NC(=O)CCc1ccccc1	-38%	8	3%	2%	1.0	-5%	-10%	-6%	-8%
COc1cccc(Cn2c(NCC(C)C)nc3c2c(=O)n(C)c(=O)n3C)c1	u	x	5%	-7%	-1.6	-9%	12%	-2%	2%
CN(C)S(=O)(=O)c1cccc(NC(=O)CN2C(=O)NC(Cc3c[nH]c4ccccc34)C2=O)c1 (configuration not stated)	-35%	1	5%	-21%	-0.8	-10%	-18%	-2%	-5%
CC(=O)NC(C)c1ccc(Cl)c(Cl)c1 (configuration not stated)	20%	x	-3%	-5%	-1.7	17%	-13%	-13%	-4%
CC(Cc1cccnc1)NC(=O)c1ccccc1OC1CCN(S(C)(=O)=O)CC1 (configuration not stated)	-5%	-2	-17%	1%	-0.8	1%	1%	3%	2%
CCC(=O)N1CCC1(C)C(=O)Nc1ccc(F)cc1 (configuration not stated)	-22%	8	7%	-4%	-0.8	-6%	-2%	-5%	3%
O=C(O)CSc1nnc(-c2ccc(Cl)cc2Cl)n1-c1ccccc1	-3%	12	13%	1%	-1.7	-1%	21%	-1%[57.1 µM]	0%
CCCNC(=O)c1ccc(N2CCC3(CC2)CC(c2ccccc2)=NO3)c(NC(=O)c2ccco2)c1	u	-4	4%	-4%	0.9	-9%	5%	2%	-18%
CCOC(=O)N/N=C\c1cccc(OC)c1	7%	1	3%	u	-0.8	-10%	-6%	-11%	0%
O=[N+]([O-])c1cc(/C=N/N2CCCCC2)ccc1Cl	8%	1	8%	-2%	2.1	-4%	2%	-2%	15%
Cc1noc(C)c1-c1ccc(C(=O)NCc2ccc(Cl)cc2)c2occc12	27%	1	-3%	-7%	-0.8	-11%	-13%	-10%	8%
NC(=O)[C@@H]1CCCN1C(=O)c1cc(COc2ccc3c(c2)CCCC3)on1	x	-13	4%	-2%	-0.3	1%	6%	-2%	4%
NNC(=O)c1ccc(OCC2CC(c3ccc(Cl)cc3)=NO2)cc1 (configuration not stated)	16%	2	8%	5%	0.8	-13%	-14%	-6%	8%
CCOc1ncccc1C(=O)Nc1cc(S(=O)(=O)N2CCCCCC2)ccc1OC	-5%	8	3%	-2%	-1.3	-9%	-5%	-2%	2%
COC(=O)c1ccccc1NC(=O)CC#N	-29%	-6	15%	3%	-2.0	5%	20%	-23%[57.1 µM]	1%
COc1ccc(NC(=O)CSc2nnc(-c3cccnc3)o2)cc1	19%	x	4%	-1%	1.5	2%	21%	-4%	2%

Compounds were not picked by outcome, and some 4.1% of all compounds hit somewhere here.
